TRPC6 inh = mouse TRPC6 channel inhibition | Q61143 | HEK293-TRPC6, membrane potential dye, ACh-evoked depolarization; active compounds read low | B-score at 10 µM | hit rate 1.1% among 310,000 | AID 2553;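 active = B-score under library mean minus 3 SD, initial fluorescence not abnormally high, positive integrated signal ratio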;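 also: B-score derived from integrated fluorescence ratio over the kinetic read; more negative B-score means stronger inhibition of depolarization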
TRPC4 act = TRPC4 (mouse) channel activation | Q9QUQ5 | HEK293 TRPC4beta/mu-opioid, Fluo4 calcium fluorescence; active compounds read high | B-score at 10 µM | hit rate 0.49% among 310,000 | AID 2237;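 active = B-score above 5 SD of library B-scores, and initial fluorescence ratio not above library mean plus 5 SD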;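 also: positive B-score marks a calcium rise read as TRPC4 activation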
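Material: HEK293 stable line with TRPC4beta plus mu-opioid receptor; technique: Fluo4 calcium-sensitive dye fluorescence, kinetic, 1 Hz baseline; timing: Fluo4 dye loading 45 min at room temperature, 110 s recording; controls: assay buffer as low control, maximal DAMGO as high control; read-out: integrated baseline-normalised fluorescence ratio, converted to per-well B score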
TRPC4 potent = allosterically enhances the mouse TRPC4 cation channel. Q9QUQ5. HEK293 TRPC4beta/mu-opioid, DAMGO EC20, Fluo-4 Ca2+ flux; active compounds read high. B-score at 10 µM. hit rate 0.42% among 310,000. AID 2227;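 active = B-score of calcium response area above 5 SD of library B-scores, with initial fluorescence ratio within 5 SD of library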;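 also: B-score of integrated fluorescence ratio over time as area under calcium response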
TRPC4 inh = inhibitors of mouse TRPC4 channel | B-score at 10 µM | AID 2247 | hit rate 0.39% among 300,000 | Q9QUQ5 | HEK293 TRPC4beta/mu-opioid, DAMGO-evoked Fluo4 calcium flux; active compounds read low;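 active = B-score over 3 SD under the library average, no early fluorescence shift, positive overall ratio signal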
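Material: HEK293 cells with stable TRPC4beta plus mu-opioid receptor expression / Probe or stimulus: DAMGO in two steps, submaximal then maximal / Compound: single concentration per test compound / Technique: kinetic Fluo4 fluorescence imaging of calcium influx / Read-out: per-well B score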
SKKanGAS inh = SKKanGAS growth inhibition; S. pyogenes SKKanGAS, kanamycin growth, BacTiter-Glo, 6 h; inhibition, % at 7.5 µM; hit rate 1.3% among 300,000;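 active = mean replicate score, as percent of positive control median, at least 50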;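 also: strain carries kanamycin resistance gene driven by streptokinase promoter and grows in 40 µg/ml kanamycin; loss of luminescence reflects streptokinase promoter inhibition or plain growth inhibition; 0% = median of DMSO wells and 100% = positive control at its reference dose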
MrgX1 agonist = human MrgX1 receptor agonism, primary screen | hit rate 0.44% among 310,000 | AID 588627 | B-score at 10 µM | MrgX1-HEK293 cells, Fluo-4 calcium fluorescence, agonist mode; active compounds read high;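 active = calcium response B-score plate-corrected fluorescence ratio at least 3 library SD, with starting fluorescence B-score inside 5 SD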
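Test system: HEK293 cells stably expressing human MrgX1 receptor; amount: 15,000 cells per well; doses: compound delivered in addition one of three; times: overnight plating before 1 h dye loading; detection: Fluo-4 NW calcium-flux fluorescence, kinetic read; read-out basis: B-scored fluorescence response ratio; controls: positive and negative controls per plate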
MrgX1 antagonist = human MrgX1 receptor antagonism, primary screen. Q96LB2. MRGX1-HEK293 calcium flux, Fluo-4, BAM8-22 antagonism; active compounds read low. B-score at 10 µM. hit rate 1.3% among 310,000;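 active = calcium-response B-score plate-corrected more than 3 library SD below zero, starting fluorescence within 5 deviations, no agonist response on first addition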;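 also: peak minus trough fluorescence over baseline after final BAM8-22 challenge near maximal dose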
TRPC6 activator = activators of mouse TRPC6 channel. hit rate 0.13% among 310,000. HEK293-TRPC6 membrane potential dye fluorescence; active compounds read high. B-score at 10 µM. Q61143;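 active = B-score of the integrated fluorescence ratio above library mean plus 3 SD, and starting fluorescence ratio within library mean plus 5 SD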;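 also: higher score means more depolarization so channel activation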
TMEM16A inh = mouse TMEM16A channel inhibition, primary screen | Q8BHY3 | HEK293 TMEM16A/YFP iodide influx fluorescence, ionomycin | normalized B-score (activity score, 25-100; higher = stronger inhibition) at 10 µM | hit rate 1.2% among 310,000;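 active = ratio plate-corrected score three or more library SD toward inhibition, starting fluorescence score within five deviations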;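 also: score derived from kinetic fluorescence span divided by baseline fluorescence per well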
Target sequence (Q8BHY3 whole entry, looked up): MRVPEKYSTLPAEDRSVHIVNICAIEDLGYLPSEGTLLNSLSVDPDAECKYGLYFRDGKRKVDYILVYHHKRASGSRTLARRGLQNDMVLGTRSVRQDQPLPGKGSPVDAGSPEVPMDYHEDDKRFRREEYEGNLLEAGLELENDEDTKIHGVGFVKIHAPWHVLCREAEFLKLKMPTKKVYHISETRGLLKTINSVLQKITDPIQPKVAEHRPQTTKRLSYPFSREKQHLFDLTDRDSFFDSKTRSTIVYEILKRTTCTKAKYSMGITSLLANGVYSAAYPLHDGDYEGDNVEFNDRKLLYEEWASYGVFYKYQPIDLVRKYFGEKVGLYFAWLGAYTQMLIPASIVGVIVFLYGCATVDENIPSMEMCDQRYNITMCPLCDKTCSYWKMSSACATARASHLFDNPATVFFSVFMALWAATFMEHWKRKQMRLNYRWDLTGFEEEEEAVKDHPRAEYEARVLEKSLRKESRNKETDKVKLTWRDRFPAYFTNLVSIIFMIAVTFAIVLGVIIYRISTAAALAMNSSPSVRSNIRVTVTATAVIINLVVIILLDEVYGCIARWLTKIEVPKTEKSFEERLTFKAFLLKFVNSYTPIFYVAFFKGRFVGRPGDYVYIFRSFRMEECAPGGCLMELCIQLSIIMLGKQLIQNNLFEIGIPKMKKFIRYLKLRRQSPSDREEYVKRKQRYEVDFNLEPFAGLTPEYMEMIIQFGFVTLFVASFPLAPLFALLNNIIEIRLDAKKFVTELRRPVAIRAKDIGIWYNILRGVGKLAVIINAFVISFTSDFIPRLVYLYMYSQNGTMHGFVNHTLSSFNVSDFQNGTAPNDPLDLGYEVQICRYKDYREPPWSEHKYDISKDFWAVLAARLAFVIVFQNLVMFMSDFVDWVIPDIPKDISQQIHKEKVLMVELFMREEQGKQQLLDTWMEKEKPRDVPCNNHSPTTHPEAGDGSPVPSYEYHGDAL
MrgX1 allo act = allosterically activates human MrgX1 receptor signaling; B-score at 10 µM; MrgX1-HEK293, Fluo-4 calcium flux, FDSS; active compounds read high; Q96LB2; hit rate 0.63% among 310,000;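 active = plate-corrected calcium response at least 3 library SD above typical, normal starting fluorescence, not activating the receptor alone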;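 also: compound read alongside a low EC10 to EC30 dose of BAM8-22 agonist; peak minus trough fluorescence over baseline measured at the second addition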
ANO1 activ = activators or potentiators of mouse TMEM16A chloride channel; Q8BHY3; HEK293 TMEM16A/YFP-H148Q/I152L, iodide quench fluorescence; active compounds read low; B-score at 10 µM; hit rate 0.3% among 340,000; AID 623877;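 active = fluorescence-ratio B-score plate-corrected deviation score at least 3 library SD below zero, with starting fluorescence score within 5 deviations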;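 also: channel opened by trigger with iodide after compound preincubation; score built on the fluorescence ratio of max minus min over baseline; more negative score means more quench and so TMEM16A activation or potentiation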
The depositor's hits bear a star; i = inactive; · = no result given.

SMILES | TRPC6 inh | TRPC4 act | TRPC4 potent | TRPC4 inh | SKKanGAS inh | MrgX1 agonist | MrgX1 antagonist | TRPC6 activator | TMEM16A inh | MrgX1 allo act | ANO1 activ
O=C(/C=C\c1cccs1)N1CCN(Cc2ccc3c(c2)OCO3)CC1 | i | i | i | i | 23.5 | i | i | i | i | i | i
CC1(C)CC(=O)/C(=C(\O)CCCN2C(=O)c3ccccc3C2=O)C(=NCC(=O)O)C1 | i | i | i | i | -12.6 | i | i | i | i | i | i
COc1ccc2cc(C(=O)/C=C/c3cc(OC)c(OC)c(OC)c3)ccc2c1 | i | i | i | i | 10.8 | i | i | i | i | i | i
CCOC(=O)C1CCCN(C(=O)c2cc(S(=O)(=O)N(C)C)ccc2N2CCCC2)C1 (configuration not stated) | i | i | i | i | 4.4 | i | i | i | i | i | i
COc1cc(/C=C2/SC(=S)N(Cc3ccccc3)C2=O)cc(OC)c1O | i | i | i | i | 20.8 | i | -7.51* | i | i | i | i
COc1ccc(NC(=O)CN2C(=O)NC(C)(c3ccccc3)C2=O)c(OC)c1 (configuration not stated) | i | i | i | i | -1.6 | i | i | i | i | i | i
COc1ccc(C2C(C#N)=C(N)Nc3onc(C(C)(C)C)c32)c(OC)c1 (configuration not stated) | i | i | i | i | 3.9 | i | i | i | i | i | i
Cc1ccc(CN2CC(C(=O)N3CCN(S(=O)(=O)c4cc(C)ccc4C)CC3)CC2=O)cc1 (configuration not stated) | i | i | i | i | 20.6 | i | i | i | i | i | i
COc1cccc(NC(=O)CN(C)C(=O)c2cc(-c3cccc(Br)c3)nc3ccccc23)c1 | i | i | i | i | 1.3 | i | i | i | i | i | i
COc1ccccc1NC(=O)CCSc1nnc(-c2ccncc2)o1 | i | i | i | i | -4.8 | i | i | i | i | i | i
CCC(CC)NC(=O)CO/N=C/c1ccc(Cl)cc1Cl | i | i | i | i | -0.9 | i | i | i | i | i | i
CC(/C=C/C1[C@H](C)C[C@H](O[C@@H]2O[C@H](CO)[C@@H](O)[C@H](O)[C@H]2O)CC1(C)C)O[C@H]1O[C@H](CO)[C@@H](O)[C@H](O)[C@H]1O (some centres not stated) | · | · | · | · | · | i | i | · | i | i | i
CC(Nc1nc(-c2ccccc2O)nc2ccccc12)c1ccccc1 (configuration not stated) | i | i | i | i | 57.9* | i | i | i | i | i | i
N#Cc1ccc(-c2csc(NC(=O)/C=C/c3cccs3)n2)cc1 | i | i | i | i | 46.0 | i | i | i | i | i | i
C=CCNC(=O)CN(CCc1ccccc1)S(=O)(=O)c1ccccc1 | i | i | i | i | 0.1 | i | i | i | i | i | i
Cc1ccc(NC(=O)CN2CCCC2)cc1 | i | i | i | i | 2.1 | i | i | i | i | i | i
O=c1[nH]c(-c2ccccc2)nn1-c1ccc(Br)cc1Br | i | i | i | i | 6.2 | i | i | i | i | i | i
COc1cc(C(CCN2CCCC(C)C2)c2c(OC)cc(OC)c3c(-c4ccccc4)cc(=O)oc23)cc(OC)c1OC (configuration not stated) | -7.81* | i | i | i | 8.2 | i | i | i | i | i | i
COC(=O)C(Cc1ccc(O)cc1)NC(=O)C1CCN(S(=O)(=O)c2ccc(C)cc2)CC1 (configuration not stated) | i | i | i | i | -0.3 | i | i | i | i | i | i
O=[N+]([O-])c1ccc(Oc2cccnc2)nc1 | i | i | i | i | -1.6 | i | i | i | i | i | i
Cc1ccc(COC(=O)c2cc(S(=O)(=O)N3CCCCC3)ccc2N2CCOCC2)cc1 | i | i | i | i | 4.2 | i | i | i | i | i | i
COc1ccc(NC(=O)NS(=O)(=O)c2ccc(C)cc2)c(OC)c1 | i | i | i | i | -4.3 | i | i | i | i | i | i
CCOC(=O)CC(Nc1nc(N2CCOCC2)nc(N2CCOCC2)n1)c1ccccc1Cl (configuration not stated) | i | i | i | i | 4.3 | i | i | i | i | i | i
CCN(CC)S(=O)(=O)c1ccc(Cl)c(NC(=O)c2cc(Cl)cc(Cl)c2)c1 | i | i | i | i | -0.3 | i | i | i | i | i | i
Cc1ccc(N2CC(C(=O)Nc3nnc(SCC(N)=O)s3)CC2=O)cc1C (configuration not stated) | i | i | i | i | -2.9 | i | i | i | i | i | i
SMILES | TRPC6 inh | TRPC4 act | TRPC4 potent | TRPC4 inh | SKKanGAS inh | MrgX1 agonist | MrgX1 antagonist | TRPC6 activator | TMEM16A inh | MrgX1 allo act | ANO1 activ
CCNc1nc(N)nc(Oc2ccc(OCCOc3ccccc3)nn2)n1 | i | i | i | i | -4.1 | i | i | i | i | i | i
O=c1cc(CSc2ccccc2)[nH]c(=S)[nH]1 | i | i | i | i | -2.0 | i | i | i | i | i | i
Cc1ccc(C2CC2C(=O)NN)cc1 (configuration not stated) | i | i | i | i | -2.1 | i | i | i | i | i | i
O=C(O)c1ccc(CSc2nnc(-c3ccc(Cl)cc3)o2)cc1 | i | i | i | i | 1.5 | i | i | i | i | i | i
COC(=O)CSc1nnc(CNC(=O)c2ccccc2OC)n1-c1ccc(OC)cc1 | · | · | · | · | · | i | i | · | i | i | i
c1ccc(-c2ccc(C3=Nn4c(Cn5nnc6ccccc65)nnc4SC3)cc2)cc1 | i | i | i | i | 41.3 | i | i | i | i | i | i
CC1=CCC2(CO)COC(c3ccccc3O)C1C2 (configuration not stated) | i | i | i | i | 6.3 | i | i | i | i | i | i
CCCc1cc(C(N)=O)c(NC(=O)C2CCCO2)s1 (configuration not stated) | i | i | i | i | 2.9 | i | i | i | i | i | i
OCCCCCNc1ncnc2ccccc12 | i | i | i | i | -5.7 | i | i | i | i | 22.5* | i
COc1ccc(NC(=O)CN(c2ccc(C)cc2)S(C)(=O)=O)c(OC)c1 | i | i | i | i | -0.5 | i | i | i | i | i | i
CCCCC(CC(O)COCC(C)C)C(=O)NN (configuration not stated) | i | i | i | i | 6.2 | i | i | i | i | i | i
CCCCCCCCCCCCCCCC[n+]1ccc(C(N)=O)cc1 | · | · | · | · | · | i | i | · | i | i | i
O=C1O/C(=C/c2ccccc2)N=C1c1ccccc1 | i | i | i | i | -0.3 | i | -4.96* | i | i | i | i
Clc1cccc(CNc2nnnn2-c2ccccc2)c1 | i | i | i | i | 13.7 | i | i | i | i | i | i
Cc1ccc(NC(=O)c2ccc(NS(=O)(=O)c3c(C)noc3C)cc2)cc1C | i | i | i | i | 7.7 | i | i | i | i | 13.4* | i
COc1cc(OC)c(C(=O)COc2ncnc3ccccc23)c(OC)c1 | i | i | i | i | · | i | i | i | i | i | i
Brc1ccc(CN2CCN(c3ccccn3)CC2)s1 | i | i | i | i | -4.8 | i | i | i | i | i | i
COc1ccc(N(CC(=O)Nc2ccc(C)cc2)S(=O)(=O)c2c(C)noc2C)cc1 | i | i | i | i | 0.3 | i | i | i | i | i | i
COc1ccc(OCC(=O)NC2CCCc3ccccc32)cc1 (configuration not stated) | i | i | i | i | -0.6 | i | i | i | i | i | i
COCCN(C(=S)Nc1cc(C)cc(C)c1)C(C)c1cccs1 (configuration not stated) | i | i | i | i | 9.1 | i | i | i | i | i | i
CN(C)c1nc(-c2ccccc2)cc(C(F)(F)F)c1C#N | i | i | i | i | -1.0 | i | i | i | i | i | i
COc1ccc(Cn2c(SCc3cc(C)ccc3C)nc3cc(OC)c(OC)cc3c2=N)cc1 | i | i | i | i | 109.2* | i | i | i | i | i | i
COc1ccccc1NS(=O)(=O)c1cc(NC(=O)CCc2nc3ccccc3c(=O)[nH]2)ccc1C | i | i | i | i | 2.4 | i | i | i | i | i | i
CN(CC(=O)Nc1ccccc1Br)C(=O)c1cccc([N+](=O)[O-])c1 | i | i | i | i | 4.0 | i | i | i | i | i | i
O=C(NCc1ccc2c(c1)OCO2)c1ccc(CN2CCc3ccccc3C2)cc1 | i | i | i | i | -9.0 | i | i | i | i | i | i
SMILES | TRPC6 inh | TRPC4 act | TRPC4 potent | TRPC4 inh | SKKanGAS inh | MrgX1 agonist | MrgX1 antagonist | TRPC6 activator | TMEM16A inh | MrgX1 allo act | ANO1 activ
Cc1ccc(C(=O)OCC(=O)N2C(C)CCCC2C)cc1S(=O)(=O)N1CCOCC1 (configuration not stated) | i | i | i | i | -4.6 | i | i | i | i | i | i
COc1ccc(S(=O)(=O)Cc2ccc(C(=O)N3CCN(C(=O)c4ccco4)CC3)o2)cc1 | i | i | i | i | 0.0 | i | i | i | i | i | i
CCOC(=O)c1cc2nc(-c3ccco3)cc(C(F)(F)F)n2n1 | i | i | i | i | -0.2 | i | i | i | i | i | i
Cc1cc(-c2ccc(C)c(S(=O)(=O)NCC3CCN(Cc4cccc(F)c4)CC3)c2)on1 | i | i | i | i | 4.8 | i | i | i | i | i | i
Cc1c(-c2ccc(/C=N/NC(=O)C(=O)Nc3ccccc3F)o2)cccc1[N+](=O)[O-] | i | i | i | i | 3.8 | i | i | i | i | i | i
CCOC(=O)N/N=C\c1cccc(OC)c1OC/C=C/c1ccccc1 | i | i | i | i | 4.4 | i | i | i | i | i | i
COC(=O)c1ccc(N2C(=O)CC(N3CCC(O)(c4ccc(Br)cc4)CC3)C2=O)cc1 (configuration not stated) | i | i | i | i | 4.5 | i | i | i | i | i | i
O=C(NCCc1ccccc1)c1ccccc1F | i | i | i | i | 7.2 | i | i | i | i | i | i
CC(C)NS(=O)(=O)c1ccc(NC(=O)Cc2cccs2)cc1 | i | i | i | i | -8.7 | i | i | i | i | i | i
CC1=C(C(=O)OC(C)C)C(c2cccs2)n2ncnc2N1 (configuration not stated) | i | i | i | i | -0.3 | i | i | i | i | i | i
Cc1ccc(NC(=O)CCC(=O)N/N=C/c2ccc(O)cc2O)cc1 | i | i | i | i | 8.5 | i | i | i | i | i | i
C=C(C)CSc1nc2sc3c(c2c(=O)n1-c1ccc(C)cc1)CCN(C)C3 | i | i | i | i | 15.5 | · | · | i | · | · | i
COc1ccc2[nH]c(=O)c(CNc3cccc(C)c3)cc2c1 | i | i | i | i | 11.7 | i | i | i | i | i | i
CCn1cnc2c1c(=O)[nH]c(=O)n2Cc1ccccc1 | i | i | i | i | -0.7 | i | i | i | i | i | i
